# Screening results from PubChem.
# EZH2 inh – EZH2 (human) methyltransferase inhibition; Q15910; PRC2 H3K27 methylation, DELFIA TRF, 1 h; inhibition, % at 12.5 µM; hit rate 0.35% among 57,000; AID 651548;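 active means mean inhibition of replicates at least 50% and every single replicate also reaching 50%; inconclusive means mean inhibition at least 50% but some replicate falls below 50%; inactive means mean inhibition under 50%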;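 further: dimethyl H3K27 on biotinylated H3 21-44 peptide detected by antibody; plate controls were median neutral control wells for no effect and median positive control wells for full effect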
# Target sequence (Q15910 whole entry, looked up): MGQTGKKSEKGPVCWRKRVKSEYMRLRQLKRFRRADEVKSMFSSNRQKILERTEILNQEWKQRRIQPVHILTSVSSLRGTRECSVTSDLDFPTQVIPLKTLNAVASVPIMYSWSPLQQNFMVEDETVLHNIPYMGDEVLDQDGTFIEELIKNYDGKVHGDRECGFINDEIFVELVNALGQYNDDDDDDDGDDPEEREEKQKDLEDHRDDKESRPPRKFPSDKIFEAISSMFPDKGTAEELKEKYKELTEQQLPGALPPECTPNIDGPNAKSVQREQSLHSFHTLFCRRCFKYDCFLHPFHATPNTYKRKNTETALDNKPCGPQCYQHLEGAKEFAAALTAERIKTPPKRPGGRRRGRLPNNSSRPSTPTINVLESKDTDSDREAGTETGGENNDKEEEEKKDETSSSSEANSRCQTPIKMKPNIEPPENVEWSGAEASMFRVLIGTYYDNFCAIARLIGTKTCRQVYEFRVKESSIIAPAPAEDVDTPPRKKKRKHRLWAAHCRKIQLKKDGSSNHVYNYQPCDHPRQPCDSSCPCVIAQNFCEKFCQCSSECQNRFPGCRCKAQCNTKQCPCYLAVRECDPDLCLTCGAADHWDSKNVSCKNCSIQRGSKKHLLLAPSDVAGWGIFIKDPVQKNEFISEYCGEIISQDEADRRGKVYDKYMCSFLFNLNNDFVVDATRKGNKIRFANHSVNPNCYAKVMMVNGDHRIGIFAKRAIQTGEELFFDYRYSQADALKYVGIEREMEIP
# IDH1 R132H inh – blocks human IDH1 R132H reductase activity | O75874 | diaphorase/resazurin fluorescence, 60 min | inhibition, % at 10 µM | hit rate 0.18% among 70,000 | AID 624101; in the data active means inhibition above about 34%; inconclusive means no clear call, values can overlap the other calls; inactive means below about 11%;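 further: 0% = DMSO and 100% = no enzyme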
# * = called active by the depositor; ? = inconclusive; . = not tested or not shown. The list is partial; the hit share may differ from the screen's.
SMILES,EZH2 inh,IDH1 R132H inh
C[C@@H]1CN([C@H](C)CO)C(=O)c2cc(NS(=O)(=O)c3cccs3)ccc2O[C@@H]1CN(C)C(=O)Nc1ccc(C(F)(F)F)cc1,.,-0.7
CO[C@@H]1CN(C)C(=O)c2cc(NC(=O)C3CCOCC3)ccc2OC[C@H](C)NC[C@@H]1C,-12,0.2
Cc1ccc(S(=O)(=O)N(C)C[C@@H]2OCCCC[C@@H](C)Oc3ccc(NS(=O)(=O)c4cccs4)cc3C(=O)N([C@@H](C)CO)C[C@H]2C)cc1,.,?
CC(=O)OC/C=C(\C)CC/C=C(\C)C(C/C=C(\CC/C=C(\C)COC(C)=O)C(=O)O)OC(C)=O (stereo unspecified),.,0.7
CO[C@@H]1CN(C)C(=O)c2cc(NC(=O)c3cccc(F)c3)ccc2OC[C@@H](C)N(C)C[C@H]1C,3,0.4
CCCNC(=O)N1[C@H](CO)[C@H](c2ccc(-c3ccccc3F)cc2)[C@@H]1C#N,.,-0.4
COCC(=O)N(C)C[C@H]1Oc2ncc(-c3ccccc3F)cc2C(=O)N([C@H](C)CO)C[C@H]1C,10,-7.7
O=S(=O)(N[C@@H]1CCCN(Cc2cccc(OCCO)c2)C1)c1ccc2ccccc2c1,-7,.
C[C@H]1CN([C@@H](C)CO)C(=O)Cc2cc(NC(=O)Cc3ccccc3)ccc2O[C@H]1CN(C)Cc1ccc(C(=O)O)cc1,-5,0.4
C[C@@H]1CCCCO[C@H](CN(C)S(=O)(=O)c2cccs2)[C@@H](C)CN([C@@H](C)CO)C(=O)c2cc(NC(=O)Nc3cccc4ccccc34)ccc2O1,.,-2.2
C[C@H]1CCCCO[C@H](CN(C)C(=O)Nc2ccc(C(F)(F)F)cc2)[C@@H](C)CN([C@@H](C)CO)C(=O)c2cc(NC(=O)Nc3ccc(F)cc3)ccc2O1,.,0.1
O=C(N[C@H]1CC[C@@H](CCNS(=O)(=O)c2ccccc2Cl)O[C@@H]1CO)c1ccccc1,-2,-0.4
CCOC(=O)c1c(NC(=O)CN2C(=O)c3ccccc3C2=O)sc(C)c1-c1ccccc1,9,0.1
C[C@@H]1CN([C@@H](C)CO)S(=O)(=O)c2ccc(C3=CCCC3)cc2O[C@H]1CN(C)C(=O)c1ccncc1,8,9.8
COc1ccc(N(C(C)C(=O)Nc2cccc(Br)c2)S(C)(=O)=O)cc1 (stereo unspecified),3,0.2
CC(C)NC(=O)N(C)C[C@@H]1Oc2ccc(NC(=O)c3ccncc3)cc2CC(=O)N([C@H](C)CO)C[C@H]1C,.,4.9
C=C(C)C(O)Cc1cc(CCc2cc(O)cc(O)c2)cc(O)c1OC (stereo unspecified),.,6.9
COc1ccc(S(=O)(=O)Nc2ccc3c(c2)CC(=O)N([C@H](C)CO)C[C@@H](C)[C@H](CN(C)S(=O)(=O)c2ccc(C)cc2)O3)cc1,.,0.0
CCC(=O)N(C)C[C@H]1Oc2ncc(-c3ccc(C)cc3)cc2C(=O)N([C@@H](C)CO)C[C@@H]1C,-3,-0.8
O=C(O)C[C@H]1C[C@@H]2c3cc(NS(=O)(=O)c4ccc(F)cc4)ccc3O[C@@H]2[C@H](CO)O1,5,-0.1
C[C@@H]1CN([C@H](C)CO)S(=O)(=O)c2ccc(-c3ccccc3)cc2O[C@@H]1CN(C)Cc1ccncc1,-5,.
Cc1ccc2nc(-c3ccc(NC(=O)C(C)Oc4ccc5c(C)cc(=O)oc5c4)cc3)sc2c1 (stereo unspecified),-10,0.3
C[C@H]1CN([C@@H](C)CO)C(=O)Cc2cc(NS(=O)(=O)c3cccs3)ccc2O[C@H]1CN(C)Cc1ccc(Oc2ccccc2)cc1,.,0.3
Cc1ccc(S(=O)(=O)N[C@H]2CC[C@@H](CCn3cc(-c4ccccc4F)nn3)O[C@H]2CO)cc1,-4,-0.6
O=C(C[C@@H]1C=C[C@@H](NC(=O)Nc2cccc(F)c2)[C@@H](CO)O1)NCC1CCCCC1,2,-0.1
# Later entries:
SMILES,EZH2 inh,IDH1 R132H inh
COc1ccc(-c2cn(CC[C@@H]3CC[C@H](NC(=O)c4cnccn4)[C@H](CO)O3)nn2)cc1,2,-0.3
COC(=O)c1c(NC(=O)c2ccccc2N(C)S(=O)(=O)c2ccccc2)sc2c1CCCC2,-1,-0.1
CN(C)C(=O)C[C@@H]1C[C@H]2c3cc(NC(=O)Nc4ccccc4F)ccc3O[C@H]2[C@@H](CO)O1,-14,0.3
CC(C)NC(=O)N(C)C[C@H]1Oc2cc(C3=CCCCC3)ccc2S(=O)(=O)N([C@@H](C)CO)C[C@H]1C,-5,-0.7
C[C@H]1CN([C@@H](C)CO)C(=O)c2cc(C#Cc3ccc(F)cc3)cnc2O[C@@H]1CN(C)C,-19,-0.8
Cc1noc(C)c1NC(=O)NCC[C@H]1CC[C@H](NC(=O)c2ccncc2)[C@@H](CO)O1,3,0.2
CO[C@H]1CN(C)C(=O)c2cc(NC(C)=O)ccc2OC[C@@H](C)N(C(=O)c2ccccc2F)C[C@@H]1C,3,0.0
CO[C@H]1O[C@H](CO)[C@@H](OC(=O)Nc2ccc3c(c2)OCO3)[C@H](OC(=O)Nc2ccc3c(c2)OCO3)[C@@H]1OC(=O)Nc1ccc2c(c1)OCO2,-23,.
COc1ccc(S(=O)(=O)N[C@@H]2CC[C@H](CC(=O)NCCc3ccncc3)O[C@H]2CO)cc1,0,0.1
C[C@H](CO)N1C[C@H](C)[C@H](CN(C)C)Oc2cc(C#CCN(C)C)ccc2S1(=O)=O,5,-2.9
CO[C@H]1CN(C)C(=O)c2cc(NC(=O)C3CCCCC3)ccc2OC[C@H](C)N(C(=O)c2ccccc2)C[C@H]1C,0,0.0
COc1ccccc1C(=O)Nc1ccc2c(c1)OC[C@H](C)N(CC1CC1)C[C@H](C)[C@H](OC)CN(C)C2=O,3,-0.4
Cc1cc(C)c2nc(-c3ccc(F)cc3)cc(C(=O)NCc3ccco3)c2c1,.,0.3
C[C@H]1CN([C@@H](C)CO)C(=O)Cc2cc(NS(C)(=O)=O)ccc2O[C@H]1CN(C)Cc1ccc(Cl)c(Cl)c1,2,-1.4
CS(=O)(=O)N(CC(=O)Nc1cccc([N+](=O)[O-])c1)c1cccc(F)c1,-20,0.7
O=C(NCCN1CCOCC1)c1cc2cc(Cl)cc(Cl)c2oc1=O,-8,-0.1
COCC(=O)N1C[C@@H](C)[C@@H](OC)CN(C)C(=O)c2ccc(NS(C)(=O)=O)cc2OC[C@@H]1C,-11,0.4
C[C@H](CO)N1C[C@H](C)[C@@H](CN(C)Cc2ccc(C(=O)Nc3ccccc3N)cc2)Oc2c(NC(=O)C3CC3)cccc2C1=O,-9,.
Cc1cccc(S(=O)(=O)N[C@H]2CC[C@H](CCNC(=O)CCN3CCCCC3)O[C@H]2CO)c1,-7,0.0
CN(C)CCCNC(=O)C[C@H]1CC[C@@H](NS(=O)(=O)c2ccc(F)cc2)[C@@H](CO)O1,0,0.2
CCC(=O)Nc1ccc2c(c1)OC[C@H](C)N(C(=O)CN1CCOCC1)C[C@@H](C)[C@H](OC)CN(C)C2=O,5,0.2
Cc1nn(C)c(-c2n[nH]c(=S)n2-c2ccc(CC(=O)O)cc2)c1Br,3,2.4
C[C@H](CO)N1C[C@H](C)[C@@H](CN(C)C(=O)Nc2ccccc2F)Oc2cc(C#CCN(C)C)ccc2S1(=O)=O,.,1.4
Cn1cnc(S(=O)(=O)N[C@H]2CC[C@H](CC(=O)NCC3CCCCC3)O[C@H]2CO)c1,6,0.2
Cc1ccc(C(C)C)c(OCC(=O)Nc2sc3c(c2C(N)=O)CCC(C)C3)c1 (stereo unspecified),-2,0.1

# An excerpt of these results, field by field:
Structure: C[C@H](CO)N1C[C@H](C)[C@H](CN(C)C)Oc2cc(C#CCN(C)C)ccc2S1(=O)=O
  EZH2 inh: 5	IDH1 R132H inh: -2.9

Structure: CO[C@H]1CN(C)C(=O)c2cc(NC(=O)C3CCCCC3)ccc2OC[C@H](C)N(C(=O)c2ccccc2)C[C@H]1C
  EZH2 inh: 0	IDH1 R132H inh: 0.0

Structure: COc1ccccc1C(=O)Nc1ccc2c(c1)OC[C@H](C)N(CC1CC1)C[C@H](C)[C@H](OC)CN(C)C2=O
  EZH2 inh: 3	IDH1 R132H inh: -0.4

Structure: Cc1cc(C)c2nc(-c3ccc(F)cc3)cc(C(=O)NCc3ccco3)c2c1
  EZH2 inh: .	IDH1 R132H inh: 0.3

# The listing picks up with the 2 entries that preceded the break.
SMILES,EZH2 inh,IDH1 R132H inh
Cn1cnc(S(=O)(=O)N[C@H]2CC[C@H](CC(=O)NCC3CCCCC3)O[C@H]2CO)c1,6,0.2
Cc1ccc(C(C)C)c(OCC(=O)Nc2sc3c(c2C(N)=O)CCC(C)C3)c1 (stereo unspecified),-2,0.1
C[C@H]1CN([C@@H](C)CO)C(=O)c2cc(NC(=O)Nc3cccc4ccccc34)ccc2O[C@@H]1CN(C)C(=O)Nc1ccc(F)cc1,.,0.0
O=C(C[C@@H]1C=C[C@@H](NS(=O)(=O)c2ccc(F)cc2)[C@H](CO)O1)NC1CCC1,6,0.3
O=C(N[C@@H]1CC[C@@H](CCNS(=O)(=O)Cc2ccccc2)O[C@@H]1CO)c1cnccn1,15,0.3
CO[C@@H]1CN(C)C(=O)c2ccc(NC(=O)Nc3ccc(F)cc3)cc2OC[C@@H](C)N(C(=O)c2cnccn2)C[C@H]1C,-6,0.2
C[C@@H]1CN([C@@H](C)CO)S(=O)(=O)c2ccc(-c3cncnc3)cc2O[C@H]1CN(C)C(=O)Cc1ccncc1,.,0.9
Cc1noc(C)c1S(=O)(=O)Nc1ccc2c(c1)C(=O)N([C@@H](C)CO)C[C@H](C)[C@@H](CN(C)Cc1ccncc1)O2,.,3.3
C[C@@H]1CN([C@H](C)CO)C(=O)c2cc(NC(=O)CCC(F)(F)F)ccc2O[C@H]1CN(C)Cc1ccncc1,1,13
COc1ccc(S(=O)(=O)Nc2cccc3c2O[C@@H](CN(C)CC2CC2)[C@@H](C)CN([C@@H](C)CO)C3=O)cc1,.,-1.8
C[C@H]1CN([C@@H](C)CO)C(=O)c2cc(NC(=O)CCCN(C)C)ccc2O[C@@H]1CN(C)Cc1ccc(Oc2ccccc2)cc1,-20,-0.1
Cc1cc(=O)oc2c(O)c(O)ccc12,-3,0.0
Cc1cccc(-n2c(SCC(=O)N3CCOCC3)nnc2-c2ccccc2)c1,10,-0.4
O=C(C[C@@H]1C[C@@H]2c3cc(NS(=O)(=O)c4ccc(F)cc4)ccc3O[C@@H]2[C@@H](CO)O1)NCCN1CCCCC1,6,-0.1
C[C@@H]1CN([C@H](C)CO)C(=O)c2cccc(NC(=O)C3CCCCC3)c2O[C@@H]1CN(C)C(=O)Nc1ccc(F)cc1,.,-0.1
C[C@@H]1CN([C@H](C)CO)C(=O)Cc2cc(NS(=O)(=O)c3ccccc3)ccc2O[C@@H]1CN(C)CC1CCCCC1,-8,1.7
COc1ccc(-c2cnc3c(c2)C(=O)N([C@@H](C)CO)C[C@@H](C)[C@@H](CN(C)S(C)(=O)=O)O3)cc1,8,3.0
C[C@H](NC(=O)C[C@H]1CC[C@H](NC(=O)CN2CCOCC2)[C@H](CO)O1)c1ccccc1,-1,0.3
COc1ccc(C(=O)CSc2nnc(-c3ccc(C)cc3)n2-c2ccc(C)cc2)cc1,20,-0.5
COc1cc(/C=c2\sc3nc4cc(C)c(C)cc4n3c2=O)c(Br)cc1OCC(=O)O,33,-0.7
C[C@H](CO)N1C[C@H](C)[C@H](CN(C)S(=O)(=O)c2cccs2)Oc2ncc(C#Cc3cccc(F)c3)cc2C1=O,-11,.
CC(C)(C)c1cc(C(=O)Cn2c(NCCO)nc3ccccc32)cc(C(C)(C)C)c1O,-9,-0.1
C[C@@H]1CN([C@H](C)CO)C(=O)Cc2cc(NC(=O)CCN3CCOCC3)ccc2O[C@H]1CN(C)Cc1ccc(Oc2ccccc2)cc1,.,-4.1
C[C@H](CO)N1C[C@H](C)[C@H](CN(C)S(C)(=O)=O)Oc2ccc(NC(=O)CCC(F)(F)F)cc2CC1=O,7,.
Cc1ccc(Cl)cc1NC(=O)CC1NCCNC1=O (stereo unspecified),-6,0.1
O=C(Nc1cccc(Cl)c1)N[C@H]1CC[C@H](CCNC(=O)C2CCCC2)O[C@H]1CO,0,-0.2
C[C@@H]1CN([C@@H](C)CO)C(=O)CCCn2nncc2CO[C@@H]1CN(C)Cc1cccc(O)c1,-4,.
# Later entries:
SMILES,EZH2 inh,IDH1 R132H inh
C[C@@H]1CN([C@@H](C)CO)S(=O)(=O)c2ccc(C#Cc3ccncc3)cc2O[C@@H]1CN(C)CC1CC1,-29,2.1
C[C@@H]1CN([C@@H](C)CO)C(=O)c2cc(NC(=O)CCCCCC(=O)Nc3ccccc3N)ccc2O[C@H]1CN(C)Cc1ccc(C(F)(F)F)cc1,-7,.
COc1ccc(S(=O)(=O)N2CCN(c3nc4ccccc4nc3-n3nc(C)cc3C)CC2)cc1,1,0.4
Cc1ncsc1CCSc1nc2ccccc2c(=O)n1C,5,0.3
CNC[C@H]1Oc2cc(C#CCOC)ccc2S(=O)(=O)N([C@@H](C)CO)C[C@H]1C,-7,-0.2
CCC(=O)N[C@@H]1CC[C@H](CC(=O)OC)O[C@H]1CO,4,0.0
COc1ccc(CN(C)C[C@@H]2Oc3ccc(NS(=O)(=O)c4cccs4)cc3CC(=O)N([C@@H](C)CO)C[C@H]2C)cc1,.,1.9
C[C@H](CO)N1C[C@H](C)[C@H](CN(C)CC2CC2)Oc2ccc(NC(=O)Cc3cn(C)c4ccccc34)cc2C1=O,-1,-19

# Random excerpt: 4 compounds from above.
SMILES,EZH2 inh,IDH1 R132H inh
CNC[C@H]1Oc2cc(C#CCOC)ccc2S(=O)(=O)N([C@@H](C)CO)C[C@H]1C,-7,-0.2
C[C@@H]1CN([C@@H](C)CO)S(=O)(=O)c2ccc(C#Cc3ccncc3)cc2O[C@@H]1CN(C)CC1CC1,-29,2.1
Cc1ncsc1CCSc1nc2ccccc2c(=O)n1C,5,0.3
COc1ccc(CN(C)C[C@@H]2Oc3ccc(NS(=O)(=O)c4cccs4)cc3CC(=O)N([C@@H](C)CO)C[C@H]2C)cc1,.,1.9
